Compound activity from PubChem BioAssay.
AMA1-RON2 inh – AMA1-RON2 (P. falciparum) interaction inhibition. hit rate 0.2% among 360,000. Potency, µM (series often up to 58.2 µM), without a hit: top-dose activity change, negative = inhibition, usual class: inhibitors. AlphaScreen AMA1-biotinylated RON2 peptide binding;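 also: potency is read from the fitted curve at half-maximal effect; 0% = vehicle wells and -100% = peptide control; nearly all actives have a fitted effect of over 45% in size; some results filed as inactive show a strong effect at the top dose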
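AMA1 (3D7) with his tag at 25 nM final met compounds first, then biotinylated RON2 peptide at 25 nM; detection used donor plus acceptor beads, 10 µg/mL apiece, read by AlphaScreen after 30 min at room temperature.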
Sm TGR inh – inhibitors of Schistosoma mansoni thioredoxin glutathione reductase. purified TGR, DTNB reduction, TNB absorbance 405 nm. Potency, µM (series often up to 114 µM), without a hit: top-dose activity change, negative = inhibition, hits mostly inhibitors. hit rate 3% among 360,000; also: potency is read from the fitted curve at half-maximal effect; nearly all actives have a fitted effect of over 60% in size
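Kinetic colorimetric format: TGR-catalysed, NADPH-driven DTNB reduction monitored via TNB absorbance. Enzyme dispensed at 20 nM; compound exposure 15 min at room temperature before reaction start.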
HCMV inh – human cytomegalovirus inhibition; HFF cells, HCMV-luciferase reporter, 72 h; stronger effect = lower value; activity change, negative = inhibition, % at 57.5 µM; hit rate 4.5% among 410,000; AID 1259415; in the data active = activity change below about -60%; inconclusive = no clear call, values can overlap the other calls; inactive = above about -39%
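Steps: HFFs plated, 16 h 37C; compounds added; HCMV-luciferase added to MOI 1 PFU/cell; 72 h 37C; OneGlo reagent, 5 min room temperature; luminescence read, normalized to controls.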
AmpC no deterg – inhibitors of E. coli AmpC beta-lactamase without detergent. P00811. hit rate 0.52% among 330,000. Potency, µM (series often up to 57.1 µM), inactives show at the highest dose activity change, negative = inhibition, usual class: inhibitors. AmpC nitrocefin hydrolysis, absorbance 480 nm, 0.0001% Triton;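 also: potency is read from the fitted curve at half-maximal effect; plate controls were no compound for no effect and no enzyme for full effect; nearly all actives have a fitted effect of over 20% in size; some results filed as inactive show a strong effect at the top dose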
Target sequence (P00811 whole entry, looked up): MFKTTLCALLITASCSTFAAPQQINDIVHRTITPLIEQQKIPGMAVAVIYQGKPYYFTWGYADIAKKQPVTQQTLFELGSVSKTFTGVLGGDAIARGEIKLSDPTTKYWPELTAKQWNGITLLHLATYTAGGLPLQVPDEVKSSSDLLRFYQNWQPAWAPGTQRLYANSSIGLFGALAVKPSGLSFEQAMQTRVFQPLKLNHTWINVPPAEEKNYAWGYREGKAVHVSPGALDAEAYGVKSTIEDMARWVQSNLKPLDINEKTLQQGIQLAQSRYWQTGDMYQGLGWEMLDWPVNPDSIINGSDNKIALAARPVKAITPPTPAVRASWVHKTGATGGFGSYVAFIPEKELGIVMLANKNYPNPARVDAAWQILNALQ
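AmpC (5.3 nM in the dispensed reagent) in 20 mM phosphate pH 7.0 with 0.01% (detergent screen) or 0.0001% Triton X-100 was preincubated with compounds for 15 min at room temperature. Nitrocefin was then added from an 800 uM solution, and hydrolysis was followed at 480 nm.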
Giardia FBPA inh – inhibitors of Giardia lamblia fructose-1,6-bisphosphate aldolase | A8B2U2 | purified Giardia FBPA | Potency, µM (highest dose often 59.6 µM), without a hit: top-dose activity, negative = inhibition, actives largely listed as inhibitors | hit rate 0.71% among 290,000; also: potency is read from the fitted curve at half-maximal effect; nearly all actives have a fitted effect of over 55% in size
Target sequence (A8B2U2 whole entry, looked up): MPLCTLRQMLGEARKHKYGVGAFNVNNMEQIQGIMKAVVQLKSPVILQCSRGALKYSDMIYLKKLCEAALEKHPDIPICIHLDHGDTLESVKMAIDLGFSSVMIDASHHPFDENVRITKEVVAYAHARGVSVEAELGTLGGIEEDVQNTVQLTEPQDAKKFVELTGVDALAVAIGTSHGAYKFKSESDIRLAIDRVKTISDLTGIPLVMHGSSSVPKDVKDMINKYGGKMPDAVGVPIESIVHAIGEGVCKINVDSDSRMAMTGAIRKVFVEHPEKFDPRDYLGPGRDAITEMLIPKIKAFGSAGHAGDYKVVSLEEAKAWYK
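40 nM FBPA preincubated 10 min at RT with compound (up to 57.5 uM final), then substrate plus GAPDH/TPI/NAD/arsenate coupling and diaphorase/resazurin added. Fluorescence read after 20 min at RT, 525/598 nm.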
AmpC detergent – inhibitors of E. coli AmpC beta-lactamase with detergent | P00811 | AmpC hydrolysis of nitrocefin, absorbance 480 nm, 0.01% Triton | Potency, µM (top dose mostly 114 µM), for the others: at the top dose activity change, negative = inhibition, hits mostly inhibitors | AID 485294 | hit rate 0.041% among 370,000;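 also: potency is read from the fitted curve at half-maximal effect; 0% = no-compound wells and -100% = no-enzyme wells; nearly all actives have a fitted effect of over 25% in size; some results filed as inactive show a strong effect at the top dose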
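AmpC (5.3 nM in the dispensed reagent) in 20 mM phosphate pH 7.0 with 0.01% (detergent screen) or 0.0001% Triton X-100 was preincubated with compounds for 15 min at room temperature. Nitrocefin was then added from an 800 uM solution, and hydrolysis was followed at 480 nm.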
Numbers without * were called inactive; ? = inconclusive; . = not tested or not shown; [ ] = another dose, or the depositor's remark. Unless noted, calls follow the shape of the dose curve; as a rule, active = well fitted curve in the direction sought with a large enough effect; inconclusive = small, poorly fitted or top-dose-only effect, or another doubt; inactive = no such curve, though single readings can be large; an effect the other way counts as inactive or inconclusive. Unless noted, % is scaled to controls: 0 for no effect and ±100 for the full control effect.

# | smiles | AMA1-RON2 inh | Sm TGR inh | HCMV inh
1 | Cc1cc(C)n(-c2nc3ccccc3nc2N2CCN(C(=O)c3ccc(F)cc3)CC2)n1 | 0% | -16% | -80*
2 | CC(C)(C)S(=O)(=O)c1cnc(N2CCCC2)nc1N | -24% | 0% | 0
3 | N#C/C(=N\Nc1ccc(S(=O)(=O)N2CCCCCC2)cc1)C(N)=S | 56%[activator] | . | -20
4 | CC(=O)N1CCN(S(=O)(=O)c2cccc(C(=O)NC3CC3)c2)CC1 | 38%[activator] | -12% | 45
5 | CCCCN(CCCC)CCCNC(=O)c1cc(-c2ccc(Cl)s2)nc2ccccc12 | . | -12% | -21
6 | CC(=O)c1ccc(NC(=O)C2CCC(CNS(=O)(=O)c3ccc(Br)s3)CC2)cc1 (stereo unspecified) | . | -8% | 17
7 | CCOC(=O)c1cc(-c2ccc(C)o2)n[nH]1 | ? | -26% | 16
8 | CN[C@@H](C)C(=O)NC[C@H]1O[C@@H](n2cnc3c(N)ncnc32)[C@H](O)[C@@H]1O | 4% | . | -7
9 | O=c1[nH]c(=S)n(Cc2ccc(F)cc2)c(O)c1/C=N/N1CCCCC1 | 4%[2.32 µM] | ? | ?
10 | CCc1cc2c(=O)c(-c3nc(C)cs3)c(CCCC(=O)O)oc2cc1O | -1% | 0% | 4

# | AmpC no deterg | Giardia FBPA inh | AmpC detergent
1 | 80%[activator] | 3% | 1%
2 | -17% | 4% | 8%
3 | -49% | -4% | 5%
4 | -6% | . | 8%
5 | . | . | -4%
6 | . | . | 1%
7 | -28% | 1% | 3%
8 | -15% | . | .
9 | -34% | 0% | -9%
10 | -24% | 0% | -3%

New compounds follow.
# | smiles | AMA1-RON2 inh | Sm TGR inh | HCMV inh
11 | O=C(CC1C(=O)NCCN1Cc1ccc(F)cc1)NCCCn1cccn1 (stereo unspecified) | 8% | -22%[57.1 µM] | -26
12 | CCOc1ccc(-n2c(SCC(=O)N3CCOCC3)nc3c([nH]c4ccccc43)c2=O)cc1 | . | -3% | 24
13 | CCc1ccc(-n2c(=O)c3c4c(sc3n(Cc3cc(=O)n5c(C)cccc5n3)c2=O)CCC4)cc1 | . | 7% | 6
14 | O=C(/C=C/c1cccc(Br)c1)OCC(=O)N1CCN(c2ccccc2)CC1 | -9% | 4% | -11
15 | O=C(CN1CCSCC1)N1CCc2[nH]c3ccc(Br)cc3c2C1 | . | 0% | .
16 | CCOC(=O)c1cc(S(=O)(=O)NCC2CCN(Cc3cccc(C)c3)CC2)cn1C | 12% | -6% | -6
17 | Cc1cc2occ(CC(=O)N(C)CC(=O)Nc3ccccc3C(F)(F)F)c2cc1C | -11% | 0% | -18
18 | OCCCc1nc2ccccc2n1CCOc1ccccc1 | 3% | -4% | 47
19 | CCOC(=O)N1CCC(NC(=O)c2ccc3c(c2)N(Cc2ccc(C)cc2)CCS3)CC1 | -3% | 1% | -7
20 | COc1cccc(N2CCN(S(=O)(=O)c3cn(C)c(C)n3)CC2)c1 | . | 10% | 10

# | AmpC no deterg | Giardia FBPA inh | AmpC detergent
11 | -6% | -16% | 0%
12 | . | . | 5%
13 | . | . | 13%
14 | -15% | . | -17%
15 | 106%[activator] | -6% | -11%
16 | 32% | . | -2%
17 | 38% | . | -4%
18 | 10% | 0% | -11%
19 | -7% | -3% | -10%
20 | . | . | 27%

Part of the list above in order of number of heavy atoms, ascending.
# | smiles | AMA1-RON2 inh | Sm TGR inh | HCMV inh
7 | CCOC(=O)c1cc(-c2ccc(C)o2)n[nH]1 | ? | -26% | 16
18 | OCCCc1nc2ccccc2n1CCOc1ccccc1 | 3% | -4% | 47
15 | O=C(CN1CCSCC1)N1CCc2[nH]c3ccc(Br)cc3c2C1 | . | 0% | .
20 | COc1cccc(N2CCN(S(=O)(=O)c3cn(C)c(C)n3)CC2)c1 | . | 10% | 10
9 | O=c1[nH]c(=S)n(Cc2ccc(F)cc2)c(O)c1/C=N/N1CCCCC1 | 4%[2.32 µM] | ? | ?
10 | CCc1cc2c(=O)c(-c3nc(C)cs3)c(CCCC(=O)O)oc2cc1O | -1% | 0% | 4
14 | O=C(/C=C/c1cccc(Br)c1)OCC(=O)N1CCN(c2ccccc2)CC1 | -9% | 4% | -11
6 | CC(=O)c1ccc(NC(=O)C2CCC(CNS(=O)(=O)c3ccc(Br)s3)CC2)cc1 (stereo unspecified) | . | -8% | 17
17 | Cc1cc2occ(CC(=O)N(C)CC(=O)Nc3ccccc3C(F)(F)F)c2cc1C | -11% | 0% | -18
19 | CCOC(=O)N1CCC(NC(=O)c2ccc3c(c2)N(Cc2ccc(C)cc2)CCS3)CC1 | -3% | 1% | -7
12 | CCOc1ccc(-n2c(SCC(=O)N3CCOCC3)nc3c([nH]c4ccccc43)c2=O)cc1 | . | -3% | 24
13 | CCc1ccc(-n2c(=O)c3c4c(sc3n(Cc3cc(=O)n5c(C)cccc5n3)c2=O)CCC4)cc1 | . | 7% | 6

# | AmpC no deterg | Giardia FBPA inh | AmpC detergent
7 | -28% | 1% | 3%
18 | 10% | 0% | -11%
15 | 106%[activator] | -6% | -11%
20 | . | . | 27%
9 | -34% | 0% | -9%
10 | -24% | 0% | -3%
14 | -15% | . | -17%
6 | . | . | 1%
17 | 38% | . | -4%
19 | -7% | -3% | -10%
12 | . | . | 5%
13 | . | . | 13%

Carrying on:
# | smiles | AMA1-RON2 inh | Sm TGR inh | HCMV inh
21 | Cc1ccc(S(=O)(=O)NC(=O)Nc2cccc(S(=O)(=O)N(C)C)c2)cc1 | -3% | . | -25
22 | Cc1nc(N)sc1N=Nc1ccc(Br)cc1 | -19% | -12% | 124
23 | COc1ccc(-c2nn(-c3ccccc3)cc2/C=N/n2cnnc2)cc1OC | -3% | -1% | -1
24 | O=C(Nc1cc(S(=O)(=O)N2CCCCC2)ccc1Cl)c1ccc(F)cc1 | 9% | -10% | -17
25 | CCN(CC)CCCNC(=O)c1nn2c(C(F)(F)F)cc(-c3ccccc3)nc2c1Cl | 7% | -16% | 0
26 | COc1cc(-c2cc(OC)c3c(C)oc(C)c3c(=O)c2)ccc1O | -10% | -15% | -2
27 | O=S(=O)(NC1CCCCC1)c1ccc(Cl)s1 | 1% | -5% | -6
28 | CCOC(=O)N/N=C(\C)c1ccc(Oc2ncccn2)cc1 | -1% | -8% | 23
29 | CCOc1ccc(S(=O)(=O)Nc2cc(S(=O)(=O)N(CC)CC)ccc2N2CCCC2)cc1 | -23% | -23% | ?
30 | O=P1(NCc2ccco2)COc2ccccc2OC1 | -1% | 1% | 41

# | AmpC no deterg | Giardia FBPA inh | AmpC detergent
21 | -13% | . | .
22 | -11% | -1% | 2%
23 | -2% | 1% | 1%
24 | -30% | . | -6%
25 | -3% | 7% | -13%
26 | 0% | -17% | -13%
27 | -46% | -14% | -10%
28 | -16% | 3% | 1%
29 | -25% | -4% | ?
30 | -1% | 8% | 1%

(next part)
# | smiles | AMA1-RON2 inh | Sm TGR inh | HCMV inh
31 | CCS(=O)(=O)N1CCC(C(=O)NCc2ccc(OC)cc2)CC1 | -6% | 2% | 19
32 | O=C(NCc1ccc(F)cc1)c1cc(S(=O)(=O)N2CCCCC2)ccc1Cl | 12% | -2% | -102*
33 | CC1C/C(=N/Nc2nc3ccccc3[nH]2)CC(C)(C)C1 (stereo unspecified) | 81%[activator] | -30% | 65
34 | Cc1cccn2c(=O)c3cc(C(=O)NC4CCCCC4)c(=N)n(Cc4ccc(F)cc4)c3nc12 | 6% | 5% | -30
35 | COc1ccc(NC(=O)CN2CCN(c3c(C)cccc3C)CC2)cc1 | 3% | 16% | -36
36 | Cc1cnn(C(=O)c2oc3ccccc3c2C)c1 | 0% | 2% | 31
37 | O=S(=O)(c1ccc(Cl)nc1)N1CCN(c2ncccn2)CC1 | 4% | -2% | 0
38 | O=c1c(F)cn(C2CCCO2)c(=O)n1Cc1ccccc1F (stereo unspecified) | 5% | 6% | 18
39 | COc1ccc(C2/C=C\CN(C(=O)OCC3c4ccccc4-c4ccccc43)CC(=O)N2Cc2cccc(F)c2)cc1 (stereo unspecified) | -1% | . | -12
40 | Cc1ccc(OC(=O)C(C)c2cccc(C(=O)c3ccccc3)c2)cc1 (stereo unspecified) | 26% | 5% | -30

# | AmpC no deterg | Giardia FBPA inh | AmpC detergent
31 | -3% | 5% | 2%
32 | -19% | . | -4%
33 | -33% | -1% | -4%
34 | -19% | 9% | -15%
35 | 22% | 0% | 2%
36 | -6% | -2% | -1%
37 | 15% | 7% | -4%
38 | -16% | -1% | -13%
39 | -19% | -6% | .
40 | -49% | 4% | ?

(further entries)
# | smiles | AMA1-RON2 inh | Sm TGR inh | HCMV inh
41 | COc1ccc(CCN2C(=O)/C(=C\c3ccco3)SC2=S)cc1OC | -13% | -34% | -96*
42 | CCOC(=O)CSc1nc2ccccc2c(=O)n1CCC(=O)NCCc1ccc(OC)c(OC)c1 | -5% | 2% | 14
43 | CCOC(=O)c1cnc(SCc2nc(N)nc(Nc3ccc(C)cc3)n2)nc1N | 0% | 3% | -88*
44 | COc1cc2c(cc1OC)-c1cc(Nc3ccccc3C)nc(=O)n1CC2 | -1% | 1% | 8
45 | COc1cc(Nc2ccc(C(=O)O)cc2[N+](=O)[O-])cc(OC)c1 | -7% | -1% | 3
46 | CC(C)(C)C(=O)Nc1ccc2c(c1)-c1cc(NC(=O)C(C)(C)C)ccc1C2 | -1% | 3% | 10
47 | O=C(CCC(=O)Nc1ccc(Cl)cc1Cl)NNC(=O)Nc1ccccc1 | 25% | . | -8
48 | O=c1[nH]c2ccc(S(=O)(=O)Nc3ccc(-c4nnc5n4CCCCC5)cc3)cc2o1 | -2% | -2% | -15
49 | Cc1ccc(NC(=O)/C(=C/c2cccc(Br)c2)NC(=O)c2ccco2)cc1 | 5% | -3% | 6
50 | Cc1nc(C)c(-c2nnc(-c3ccccc3Cl)o2)cc1C(=O)NN | 85%[activator] | 0% | -25
51 | O=C1CCc2cc(NS(=O)(=O)c3ccc(Cl)cc3)cc3c2N1CC3 | -17% | 0% | 12

# | AmpC no deterg | Giardia FBPA inh | AmpC detergent
41 | -57% | ? | 1%
42 | -10% | 5% | -6%
43 | -22% | -7% | -8%
44 | -13% | -20% | 2%
45 | -10% | 5% | 0%
46 | 19% | 4% | -3%
47 | 8% | 5% | -5%
48 | -25% | -8% | -1%
49 | -23% | 0% | 1%
50 | 57% | 1% | -10%
51 | -24% | . | ?
